Hep lipid drop: modulators of hepatic lipid droplet formation | AML12 mouse hepatocytes, oleate lipid droplets, BODIPY imaging | inhibition, % at 6.5 µM | hit rate 0.4% among 240,000 | AID 1656;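 active = lipid droplet intensity inhibited by at least 50%, with more than 500 cells counted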
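Material – AML12 mouse liver cells · Also added – oleate loading, 100 µM · Compound dosing – 6.5 µM single-point dosing · Times – overnight treatment with compound plus oleate · Measured by – fluorescence imaging, 20x objective, two fields per well · Read-out – percent inhibition of filter-corrected integrated lipid droplet intensity per well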
Insulin prom up: MIN6 insulin promoter up-regulation; hit rate 0.3% among 190,000; z-score at 5 µM; MIN6 insulin promoter-GFP reporter, high-content imaging; active compounds read high;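 active = z-score above 3 at 5 µM with at least 500 cells counted in the well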
b-catenin transl: modulators of beta-catenin nuclear translocation; HeLa beta-catenin nuclear translocation, immunofluorescence imaging; nuclear translocation activity, % at 5 µM; hit rate 0.3% among 190,000; AID 1665;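 active = nuclear translocation activity above 50% at 5 µM, with a well cell count of 50 or more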;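 also: per-cell ratio of nuclear to cytoplasmic median beta-catenin stain intensity; plate controls were DMSO negative control for no effect and GSK-3 inhibitor IX positive control for full effect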
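Assay system: human HeLa cells, native beta-catenin; doses: 5 µM primary, 0.02–20 µM confirmation; incubation: compound treatment 24 h, 37°C, 5% CO2; technique: fluorescence imaging of beta-catenin antibody stain plus DAPI; measure: % activation, nuclear-to-cytoplasmic median beta-catenin signal ratio per cell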
Dynein transport: dynein cargo transport inhibition; hit rate 0.47% among 220,000; 3617.4 mouse cells, GR-EGFP nuclear translocation imaging; test concentration mostly 20 µM; stimulated with dexamethasone, 1 µM; active compounds read low; z-score, hits read low;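 active = plate z-score of nuclear minus cytoplasmic receptor signal below a set negative limit, without overly bright fluorescence or cell loss, cut at about -3.5 in these data, passing the limit was not always enough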;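 also: z-score of nuclear minus cytoplasmic ring GR-EGFP intensity difference per well; some compounds called inactive have numbers as strong as hits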
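Buffer or medium: tet-free, stripped-serum medium; reagent: dexamethasone at 1.0 µM final, 30 min; incubation: 48 h induction, 1 h compound, 30 min dex at 37 °C; measured by: formaldehyde fixation, Hoechst nuclear stain, 10x automated fluorescence imaging; read-out: nuclear-to-cytoplasmic GR-EGFP distribution per well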
CSM14.1 death rescue: protection against thapsigargin-triggered cell killing – 384-well, CSM14.1, ATP luminescence, primary screen (AID 1222); 190,000 tested, under 10 active; cellular ATP content (survival), % at 20 µM; hits with a dose series show EC50 in µM; CSM14.1 thapsigargin-induced death rescue, ATP luminescence; higher % means a stronger effect;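 active = EC50 below 50 µM in the dose-response confirmation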;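 also: death triggered by thapsigargin at about 15 µM added after 2 h compound pretreatment; cell ATP read after overnight thapsigargin exposure of roughly 18 to 22 hours; normalized against plate controls of thapsigargin alone and 5% DMSO vehicle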
WT yeast gro inh: growth inhibition of WT yeast, mitochondrial fusion screen. mitochondrial fusion phenotypic screen, WT strain. inhibition, % at 10 µM. hit rate 2.1% among 190,000. AID 1362; in the data active = inhibition above about 58%; tested in S. cerevisiae
MT stabilizer: stabilizes microtubules in HeLa cells | % tubulin-high responders, % at 10 µM | AID 2205 | HeLa tubulin immunostaining HCS, 24 h; share of cells brighter than vehicle mean+2SD | hit rate 0.83% among 200,000;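 active = plate Z-score above 3 for both tubulin-high and condensed-nucleus cell shares, with cell loss under 80%, at 10 µM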;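 also: anti alpha tubulin signal scored within the nucleus-defined area of each cell; some results filed as inactive read as strong as hits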
XIAP displacement: small molecules displacing peptide from XIAP – biochemical, IAP family, fluorescence polarization (AID 1018); displacement, % at 20 µM, or IC50 in µM where a hit was titrated; hit rate 0.007% among 200,000; XIAP BIR domain, fluorescence polarization peptide displacement; higher % means a stronger effect; in the data active = displacement above about 50%; also: a part of the inactive calls stands beside numbers as strong as those of hits
Autophagy HCS: alters autophagy in cells; MEF GFP-LC3 puncta imaging; test concentration mostly 10 µM; calls only at 10 µM (by protocol); hit rate 0.98% among 190,000; AID 463193;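 active = percentage of spot-positive cells more than 3 SD above its plate mean, without a fluorescence outlier flag or 80% toxicity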;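 also: spot-positive cell cutoff set from DMSO-treated cells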
WT yeast gro inh mutant strain: recorded beside WT yeast gro inh, whose call it bears; inhibition, %; mitochondrial fusion phenotypic screen, mutant strain inhibition
Dynein transport cytoplasmic EGFP: further read-out of Dynein transport, marked with its call; z-score; measured here: cytoplasmic GR-EGFP intensity; active compounds read high
Dynein transport nuclear GR-EGFP: recorded beside Dynein transport, whose call it bears; z-score; measured here: nuclear GR-EGFP intensity;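 lower value marks the stronger effect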
Dynein transport cell count: recorded beside Dynein transport, whose call it bears; z-score; measured here: cell count per field
Insulin prom up cell count: second read-out of Insulin prom up, no call of its own (marks repeat the call); cell count; measured here: cytotoxicity, nuclei count;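 total cells summed across four imaged fields per well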
Hep lipid drop cells 6.5 µM: also measured in Hep lipid drop; calls as there; cell count; measured here: cell count, cytotoxicity flag;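 cells counted across two imaged fields per well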
b-catenin transl cell count 5 µM: also measured in b-catenin transl; calls as there; cell count; measured here: cell count, cytotoxicity flag
MT stabilizer Hoechst-high %: further read-out of MT stabilizer, marked with its call; % Hoechst-high responders; measured here: nuclear condensation Hoechst responders;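 share of cells brighter than vehicle mean plus two SD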
MT stabilizer cytotoxicity %: second read-out of MT stabilizer, no call of its own (marks repeat the call); toxicity, %; measured here: cytotoxicity by cell density;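 0% = mean cell density of plate MIN control wells and 100% = no cells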
Autophagy HCS cell loss 18 h: further read-out of Autophagy HCS, marked with its call; toxicity, %; measured here: cell loss, nuclei count;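 cell loss after 18 h compound exposure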
* marks the source's active call; other numbers are inactive results.

CCCC(c1nnnn1C(C)(C)C)N1CCN(Cc2ccccc2OC)CC1 (stereo not drawn) was read as Hep lipid drop -21, b-catenin transl 1.4, Dynein transport -0.14, CSM14.1 death rescue 2.4%, WT yeast gro inh -4, MT stabilizer 1.7, XIAP displacement -12%, Autophagy HCS inactive, WT yeast gro inh mutant strain -10, Dynein transport cytoplasmic EGFP -0.26, Dynein transport nuclear GR-EGFP -0.16, Dynein transport cell count 0.38, Hep lipid drop cells 6.5 µM 632, b-catenin transl cell count 5 µM 1438, MT stabilizer Hoechst-high % 1.8, MT stabilizer cytotoxicity % 4.9 and Autophagy HCS cell loss 18 h -11.
CCCC1=C(C(=O)OCC)C(c2c(C)nn(-c3ccccc3)c2Cl)C(C#N)=C(N)O1 (stereo not drawn) was read as Hep lipid drop -2, Insulin prom up 0.49, b-catenin transl -1.5, Dynein transport 0.18, CSM14.1 death rescue -3.2%, WT yeast gro inh 36, MT stabilizer 0.9, XIAP displacement -1.4%, Autophagy HCS inactive, WT yeast gro inh mutant strain 10, Dynein transport cytoplasmic EGFP 0.1, Dynein transport nuclear GR-EGFP 0.054, Dynein transport cell count 0.23, Insulin prom up cell count 1071, Hep lipid drop cells 6.5 µM 656, b-catenin transl cell count 5 µM 1096, MT stabilizer Hoechst-high % 0.9, MT stabilizer cytotoxicity % 6.5 and Autophagy HCS cell loss 18 h 1.
For Cc1ccc(Cc2nc(-c3cccnc3)no2)cc1 the results were Hep lipid drop 31, Insulin prom up -0.48, b-catenin transl 2.6, Dynein transport 0.024, CSM14.1 death rescue -0.4%, WT yeast gro inh 38, MT stabilizer 4.4, XIAP displacement -3.7%, Autophagy HCS inactive, WT yeast gro inh mutant strain 40, Dynein transport cytoplasmic EGFP -0.19, Dynein transport nuclear GR-EGFP 0.17, Dynein transport cell count -0.24, Insulin prom up cell count 1213, Hep lipid drop cells 6.5 µM 664, b-catenin transl cell count 5 µM 1020, MT stabilizer Hoechst-high % 2.0, MT stabilizer cytotoxicity % 7.4 and Autophagy HCS cell loss 18 h -3.
Cc1nn(-c2ccccc2)c(Cl)c1C(=O)Nc1c(C)n(C)n(-c2ccccc2)c1=O was read as Insulin prom up 0.7, b-catenin transl 1.8, Dynein transport -0.38, CSM14.1 death rescue 2.9%, WT yeast gro inh 13, MT stabilizer 4.8, XIAP displacement -3.7%, Autophagy HCS inactive, WT yeast gro inh mutant strain -1, Dynein transport cytoplasmic EGFP -0.29, Dynein transport nuclear GR-EGFP -0.011, Dynein transport cell count 0.44, Insulin prom up cell count 1476, b-catenin transl cell count 5 µM 1336, MT stabilizer Hoechst-high % 3.3, MT stabilizer cytotoxicity % 6.4 and Autophagy HCS cell loss 18 h 8.
Screening CCOc1ccc(/C=C/C(O)=C2/C(=O)NC3(C)CC2c2ccccc2O3)cc1OC (stereo not drawn) returned Hep lipid drop 9, Insulin prom up -0.19, Dynein transport -1.1, CSM14.1 death rescue -0.4%, WT yeast gro inh 2, MT stabilizer 8.7, XIAP displacement -6.9%, Autophagy HCS active, WT yeast gro inh mutant strain -12, Dynein transport cytoplasmic EGFP -0.16, Dynein transport nuclear GR-EGFP -0.5, Dynein transport cell count -0.35, Insulin prom up cell count 1064, Hep lipid drop cells 6.5 µM 741, MT stabilizer Hoechst-high % 7.4, MT stabilizer cytotoxicity % 4.3 and Autophagy HCS cell loss 18 h 7.8*.
Screening COc1ccc(NC(=O)NCCCN2CCC(Cc3ccccc3)CC2)cc1 returned Hep lipid drop -8, Insulin prom up -0.05, b-catenin transl 1.2, Dynein transport -0.36, Dynein transport cytoplasmic EGFP -0.21, Dynein transport nuclear GR-EGFP 0.29, Dynein transport cell count 0.56, Insulin prom up cell count 1133, Hep lipid drop cells 6.5 µM 701 and b-catenin transl cell count 5 µM 1242.
For CCOC(=O)N1CCN(C(=O)CSc2ccc(-c3ccc(OC)cc3)nn2)CC1 the results were Hep lipid drop 10, Insulin prom up -0.25, b-catenin transl 1.6, Dynein transport 0.14, WT yeast gro inh 13, MT stabilizer 2.1, XIAP displacement -1.1%, Autophagy HCS inactive, WT yeast gro inh mutant strain 5, Dynein transport cytoplasmic EGFP -0.3, Dynein transport nuclear GR-EGFP 0.19, Dynein transport cell count 0.7, Insulin prom up cell count 1324, Hep lipid drop cells 6.5 µM 694, b-catenin transl cell count 5 µM 1015, MT stabilizer Hoechst-high % 1.7, MT stabilizer cytotoxicity % 1.3 and Autophagy HCS cell loss 18 h 7.
For Nc1c([N+](=O)[O-])c(=O)oc2ccccc12 the results were Hep lipid drop 16, Insulin prom up 0.32, b-catenin transl -2.6, Dynein transport 0.058, CSM14.1 death rescue 1.0%, WT yeast gro inh -14, MT stabilizer 2.1, XIAP displacement -9.0%, Autophagy HCS inactive, WT yeast gro inh mutant strain -4, Dynein transport cytoplasmic EGFP -0.2, Dynein transport nuclear GR-EGFP -0.084, Dynein transport cell count 0.13, Insulin prom up cell count 1248, Hep lipid drop cells 6.5 µM 684, b-catenin transl cell count 5 µM 1041, MT stabilizer Hoechst-high % 1.3, MT stabilizer cytotoxicity % 12 and Autophagy HCS cell loss 18 h 20.
`COc1cc(OC)cc(-c2nc(-c3ccccc3)no2)c1` gave Hep lipid drop 9, Insulin prom up -0.14, b-catenin transl -1.2, Dynein transport 0.16, CSM14.1 death rescue -1.7%, WT yeast gro inh 13, MT stabilizer 2.5, XIAP displacement -0.5%, Autophagy HCS inactive, WT yeast gro inh mutant strain 9, Dynein transport cytoplasmic EGFP -0.24, Dynein transport nuclear GR-EGFP -0.12, Dynein transport cell count -1, Insulin prom up cell count 1358, Hep lipid drop cells 6.5 µM 806, b-catenin transl cell count 5 µM 1216, MT stabilizer Hoechst-high % 1.6, MT stabilizer cytotoxicity % 4.4 and Autophagy HCS cell loss 18 h -6.
For NC(=O)CC[C@@H]1NC(=O)[C@H](Cc2ccc(O)cc2)NC(=O)c2cc([N+](=O)[O-])cc(F)c2OCC[C@@H](C(N)=O)NC1=O the results were Hep lipid drop -1, Insulin prom up 0.4, Dynein transport 1.7, CSM14.1 death rescue -4.7%, WT yeast gro inh -23, MT stabilizer 2.7, XIAP displacement -5.7%, Autophagy HCS inactive, WT yeast gro inh mutant strain -12, Dynein transport cytoplasmic EGFP -0.26, Dynein transport nuclear GR-EGFP 1, Dynein transport cell count -0.041, Insulin prom up cell count 1168, Hep lipid drop cells 6.5 µM 758, MT stabilizer Hoechst-high % 3.6, MT stabilizer cytotoxicity % 0.7 and Autophagy HCS cell loss 18 h -1.
Cn1nnnc1SCCNCC#Cc1ccccc1 was read as b-catenin transl -2.9, Dynein transport 1.7, CSM14.1 death rescue -1.6%, WT yeast gro inh -3, MT stabilizer 2.8, XIAP displacement 2.1%, Autophagy HCS inactive, WT yeast gro inh mutant strain 2, Dynein transport cytoplasmic EGFP -0.065, Dynein transport nuclear GR-EGFP 2, Dynein transport cell count -1.9, b-catenin transl cell count 5 µM 1014, MT stabilizer Hoechst-high % 1.9, MT stabilizer cytotoxicity % 8.4 and Autophagy HCS cell loss 18 h 1.
Cc1occc1-c1nnc(SCC(=O)Nc2ccc(F)cc2)n1Cc1ccccc1 was read as Hep lipid drop -5, Insulin prom up -0.33, b-catenin transl -0.3, Dynein transport 0.35, CSM14.1 death rescue -2.6%, WT yeast gro inh 2, MT stabilizer 2.4, XIAP displacement -2.6%, Autophagy HCS inactive, WT yeast gro inh mutant strain 2, Dynein transport cytoplasmic EGFP -0.2, Dynein transport nuclear GR-EGFP 0.44, Dynein transport cell count -0.46, Insulin prom up cell count 1351, Hep lipid drop cells 6.5 µM 745, b-catenin transl cell count 5 µM 1232, MT stabilizer Hoechst-high % 1.8, MT stabilizer cytotoxicity % 5.0 and Autophagy HCS cell loss 18 h 14.
For CC(C)c1ccc(NC(=O)CCCN2C(=S)NC(C)(C)CC2C)cc1 (stereo not drawn) the results were Hep lipid drop 14, Insulin prom up 0.48, b-catenin transl -0.1, Dynein transport -0.43, CSM14.1 death rescue -0.1%, WT yeast gro inh 21, MT stabilizer 4.5, XIAP displacement -14%, Autophagy HCS inactive, WT yeast gro inh mutant strain 12, Dynein transport cytoplasmic EGFP 0.33, Dynein transport nuclear GR-EGFP 0.22, Dynein transport cell count 6.5, Insulin prom up cell count 1169, Hep lipid drop cells 6.5 µM 624, b-catenin transl cell count 5 µM 1080, MT stabilizer Hoechst-high % 2.2, MT stabilizer cytotoxicity % 5.4 and Autophagy HCS cell loss 18 h -1.
Cc1cc(C)nc(SCc2nc3ncccn3c2Br)n1 was read as Insulin prom up -0.59, b-catenin transl -4.4, Dynein transport -0.62, CSM14.1 death rescue 0.3%, WT yeast gro inh -8, MT stabilizer 2.2, XIAP displacement -2.1%, Autophagy HCS inactive, WT yeast gro inh mutant strain 9, Dynein transport cytoplasmic EGFP -0.21, Dynein transport nuclear GR-EGFP -0.47, Dynein transport cell count 0.82, Insulin prom up cell count 1453, b-catenin transl cell count 5 µM 1042, MT stabilizer Hoechst-high % 2.0, MT stabilizer cytotoxicity % 8.9 and Autophagy HCS cell loss 18 h -2.

Screening results from PubChem.
